Assay outcomes as filed in PubChem BioAssay.
M1 agonist – M1 muscarinic receptor agonism; CHO-M1 cells, Fluo-4 calcium fluorescence, agonist mode; hits give high values; B-score at 10 µM; actives 3% (n = 64,000); AID 626;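 active = fluorescence rise, raw or as B-score row- and column-corrected plate score, outside the 99.7% band of its plate's samples, either direction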
tolC growth inh – blocks growth of E. coli BW25113 tolC mutant. OD615. growth inhibition, % at 10 µM (by protocol). actives 2.2% (n = 65,000);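 active = growth inhibition at or above a cutoff equal to the mean over every tested compound plus 3 SD, cut at about 60% in these data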;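 note: growth measured after 20 h incubation at 37 °C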
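Test system: E. coli BW25113 ΔtolC::kan bacteria | Medium: Kanamycin-containing LB broth (50 µg/mL) | Dosing: One dose of 10 µM final | Times: 20 h incubation with compound, 37 °C | Detection: Optical density read at 615 nm | Read-out basis: Percent growth inhibition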
D1 allo mod – D1 dopamine receptor (human) allosteric modulation; P21728; HEK293 D1, CRE-luciferase, dopamine EC30 potentiation; actives deviate in either direction; B-score at 10 µM; actives 5.9% (n = 58,000);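 active = luminescence count or its row- and column-corrected plate score outside the 99.7% band of the plate's sample wells, on either side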
M1 antag – blocks the rat M1 muscarinic receptor response to acetylcholine | P08482 | CHO-M1 cells, Fluo-4 calcium, ACh EC80 antagonist mode; hits give low values | B-score at 10 µM | actives 3.4% (n = 64,000) | AID 628;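 active = calcium fluorescence response, raw or row-and-column corrected B-score, differing from the plate sample mean either way at a set confidence level, mostly lower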
TNAP act DEA – activates human TNAP at intermediate phosphate acceptor concentration; purified TNAP, CDP-star luminescence, 100 mM DEA, 30 min; hits give high values; scale: 0 levamisole-inhibited, 1 vehicle-only enzyme; P05186; activation factor at 20 µM; AID 813; 64,000 tested, under 10 active;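 active = activation factor of at least 2 at 20 µM, relative to controls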
Target sequence (P05186 whole entry, looked up): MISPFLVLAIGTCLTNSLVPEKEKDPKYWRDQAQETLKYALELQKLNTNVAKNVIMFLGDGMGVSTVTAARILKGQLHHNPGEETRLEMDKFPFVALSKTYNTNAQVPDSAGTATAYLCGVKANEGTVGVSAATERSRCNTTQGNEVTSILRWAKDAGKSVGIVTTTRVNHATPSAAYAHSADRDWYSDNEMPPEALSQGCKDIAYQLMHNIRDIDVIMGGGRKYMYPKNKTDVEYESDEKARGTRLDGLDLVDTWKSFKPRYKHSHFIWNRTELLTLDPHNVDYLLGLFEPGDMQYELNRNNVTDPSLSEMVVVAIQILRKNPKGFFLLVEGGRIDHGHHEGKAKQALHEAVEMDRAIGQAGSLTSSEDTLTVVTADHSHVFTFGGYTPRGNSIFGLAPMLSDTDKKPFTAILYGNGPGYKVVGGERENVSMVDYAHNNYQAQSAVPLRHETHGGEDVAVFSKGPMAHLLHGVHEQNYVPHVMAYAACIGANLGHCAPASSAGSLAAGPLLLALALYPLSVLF
Jurkat viability – reduces viability or proliferation of Jurkat cells. Jurkat E6.1 viability, ATP luminescence, 48 h. AID 463. inhibition, % at 4 µM. actives 1.2% (n = 56,000);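 active = inhibition above the mean inhibition of all tested compounds plus 3 SD, cut at about 28% in these data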
SF-1 act – SF-1 (human) activation; CHO-K1 Gal4-SF-1 LBD luciferase reporter; % increase over DMSO SF-1-specific signal; Q13285; AID 522; activation, % at 10 µM; actives 1.9% (n = 65,000);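 active = activation above the mean activation of all tested compounds plus 3 SD, cut at about 50% in these data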
Target sequence (Q13285 whole entry, looked up, the tested form may be a part): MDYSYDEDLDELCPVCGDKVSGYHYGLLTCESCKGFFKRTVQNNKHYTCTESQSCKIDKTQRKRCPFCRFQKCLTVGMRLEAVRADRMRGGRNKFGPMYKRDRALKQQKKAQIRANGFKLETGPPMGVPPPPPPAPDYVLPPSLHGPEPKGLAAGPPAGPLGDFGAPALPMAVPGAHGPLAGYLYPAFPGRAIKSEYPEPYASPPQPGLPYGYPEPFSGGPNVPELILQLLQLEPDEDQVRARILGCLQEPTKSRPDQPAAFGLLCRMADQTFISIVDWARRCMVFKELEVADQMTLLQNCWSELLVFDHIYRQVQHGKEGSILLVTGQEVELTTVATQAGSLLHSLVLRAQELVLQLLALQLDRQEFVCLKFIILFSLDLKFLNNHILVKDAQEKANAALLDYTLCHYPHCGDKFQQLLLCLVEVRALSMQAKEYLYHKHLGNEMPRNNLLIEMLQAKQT
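Assay system – CHO-K1 cells with Gal4–hSF-1 LBD chimera plus Gal4-driven luciferase · Quantity – 4,000 cells per well · Times – compound added 1 h post-seeding, 20 h exposure at 37 °C, 5% CO2 · Measured by – luciferase light emission · Benchmarks – DMSO and mock-transfected background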
NADH enzymes – blocks coupling enzymes of NAD/NADH assays; IC50, µM (highest dose often 10 µM), inactives show at the highest dose inhibition; actives 0.02% (n = 65,000); coupled PK/LDH NADH assays, four targets;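 active = single-dose screening hits from any of four coupled enzyme assays that gave an IC50 when retested across doses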;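 note: the DPM-DC format reads NADH fluorescence rather than 340 nm absorbance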
HEK293 NFkB inh – lowers PMA/ionomycin-induced NF-kB signal in HEK293 cells; HEK-293 NF-kB luciferase reporter, luminescence; inhibition, % at 3 µM; actives 0.21% (n = 62,000);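 active = inhibition above the mean of all tested compounds plus 3 SD, cut at about 40% in these data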;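 note: 0% = stimulated DMSO wells and 100% = 10 µM reference inhibitor 5653914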
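Timing: 1 h pretreatment, 16 h stimulation, 37 °C; system: HEK-293 cells with stable firefly luciferase reporter driven by four HIV NF-kB elements; doses: 3 µM once, 0.30% DMSO; measured by: luciferase luminescence; control set: DMSO and 10 µM reference inhibitor; repeats: single test; reagent: PMA plus ionomycin mix as NF-kB-activating stimulus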
An asterisk follows results filed as active; / = not tested or not shown; [ ] = remark or other dose.

SMILES	M1 agonist	tolC growth inh	D1 allo mod	M1 antag	TNAP act DEA	Jurkat viability	SF-1 act	NADH enzymes	HEK293 NFkB inh
O=C1C=C(c2ccccc2)OC2(CCCC2)O1	0.37	-8	3.2	0.012	0.9	-3	6	7%	18
O=C(CSc1nc2ccccc2o1)NCc1ccco1	-0.099	3	0.52	0.51	0.9	1	-10	3%	18
O=C(Nc1cccc2nsnc12)c1ccc(F)cc1	1.5	5	0.16	-0.012	0.9	1	5	9%	16
O=C(Nc1ccc(Cn2nnc3ccccc32)cc1)c1ccco1	2.1	8	-0.37	-2	0.9	2	12	5%	17
O=C(O)CCn1c(=O)c2ccccc2c2ccccc2c1=O	-0.004	-12	0.39	0.62	0.9	-2	3	2%	9
CN1C(=O)c2oc3ccc(Br)cc3c(=O)c2C1c1ccncc1 (configuration not stated)	0.0096	-20	0.49	-0.055	0.9	4	-5	8%	12
Brc1ccc(-c2nnc3sc(CNCc4ccc5c(c4)OCO5)cn23)cc1	1.6	1	0.36	1	0.4	0	2	10%	6
CC1(C)C(N(O)C(=O)Nc2ccccc2)N(c2cccc(Cl)c2)C(=O)N1O (configuration not stated)	1.4	6	-0.43	-0.29	0.9	-2	1	7%	6
COc1ccc(CC(=O)NC2CCN(Cc3nnnn3C(C)(C)C)CC2)cc1OC	-0.4	-17	0.36	0.28	0.9	-4	0	7%	10
COc1cc(NC(=O)c2ccc(Br)o2)ccc1NC(=O)c1ccccc1Cl	2	53	-0.63	0.031	0.8	-6	14	0%	22
CSc1cccc(NS(=O)(=O)c2ccc(F)cc2)c1	0.57	29	/	0.22	0.9	4	-6	2%	4
COC(=O)c1ccccc1NC(=O)CSc1nc(-c2ccco2)cc(C(F)(F)F)n1	0.049	46	0.11	-1.6	0.9	9	17	4%	20
COc1ccc(-c2noc(CCCC(=O)O)n2)cc1	-0.53	-4	-5.5*	-0.26	1	12	-57	3%	52*
Cc1cc(C)nc(SCC(=O)Nc2ccc(S(=O)(=O)Nc3nccs3)cc2)n1	0.88	-19	/	-1.2	0.8	0	4	3%	14
O=c1[nH]c2cc3c(cc2cc1C(c1nnnn1C1CCCC1)N1CCSCC1)OCCO3 (configuration not stated)	-2.6	-7	6.9*	0.5	0.8	-7	3	17%[fluoresces]	-4
O=C(O)C1C2C=CC(O2)C1C(=O)NC1CCCc2ccccc21 (configuration not stated)	0.0076	-8	/	-0.044	0.9	1	-2	6%	2
CCOC(=O)c1cccc(NC(=O)CCc2nc(-c3ccc(C)cc3)no2)c1	0.47	4	-0.085	-0.33	1	14	-1	4%	-17
Cn1nnnc1SCC(=O)NCc1ccco1	1.1	-13	-0.55	0.27	1	-3	-15	3%	4
CCOC(=O)C(C)Sc1nnc(-c2ccccc2O)n1Cc1ccccc1 (configuration not stated)	-0.29	22	-0.095	0.66	0.8	-3	13	2%	9
COc1ccc(C(C#N)N2CCCCCC2)cc1OC (configuration not stated)	-0.15	-20	4.1	-0.38	0.9	1	-13	5%	11
O=C(NC1CCCCC1)C(c1cccs1)N(CC1CCCO1)C(=O)c1csnn1 (configuration not stated)	/	6	0.055	/	0.9	9	2	5%	-12
O=C(CC1SC2=NCCN2C1=O)Nc1ccc(Br)cc1 (configuration not stated)	-1.8	-21	0.095	-0.26	1	-2	8	4%	9
NC(=O)CSc1nc2ccccc2n1-c1ccccc1	/	-6	/	/	0.9	-4	48	7%	9
C=CCN=C1SCC(=O)N1S(=O)(=O)c1ccccc1	-0.09	-5	-1.5	0.44	1	-1	8	6%	5
CC(=O)N1CCCc2cc(S(=O)(=O)NC(C(=O)NCc3ccc(C)cc3)C(C)C)ccc21 (configuration not stated)	2	1	/	-0.21	0.9	-6	0	7%	2

Exported with bars between the fields: 3 of the compounds above
SMILES | M1 agonist | tolC growth inh | D1 allo mod | M1 antag | TNAP act DEA | Jurkat viability | SF-1 act | NADH enzymes | HEK293 NFkB inh
CC1(C)C(N(O)C(=O)Nc2ccccc2)N(c2cccc(Cl)c2)C(=O)N1O (configuration not stated) | 1.4 | 6 | -0.43 | -0.29 | 0.9 | -2 | 1 | 7% | 6
COc1ccc(CC(=O)NC2CCN(Cc3nnnn3C(C)(C)C)CC2)cc1OC | -0.4 | -17 | 0.36 | 0.28 | 0.9 | -4 | 0 | 7% | 10
COc1cc(NC(=O)c2ccc(Br)o2)ccc1NC(=O)c1ccccc1Cl | 2 | 53 | -0.63 | 0.031 | 0.8 | -6 | 14 | 0% | 22

(continued)
SMILES	M1 agonist	tolC growth inh	D1 allo mod	M1 antag	TNAP act DEA	Jurkat viability	SF-1 act	NADH enzymes	HEK293 NFkB inh
CC1CCN(S(=O)(=O)c2ccc3c(c2)CCN3C(=O)CCC(=O)O)CC1	-0.26	-10	-0.26	0.7	0.9	-2	6	6%	5
CCCCCCc1ccc(-c2ncc(N)cn2)cc1	0.67	100*	0.044	0.66	0.9	51*	59*	4%	-31
Cc1cccc(-n2c(SCC(=O)N3CCCC3)nnc2-c2ccccn2)c1C	1.1	-11	-0.37	-0.11	0.9	-10	6	5%	11
CCc1nnc(NC(=O)c2cccc(S(=O)(=O)N3CCN(c4ccccc4)CC3)c2)s1	0.55	8	0.28	0.02	0.9	1	-15	3%	3
CCCCCCn1c(SCC(=O)OC)nc2c1c(=O)[nH]c(=O)n2C	-0.51	1	4.7*	-0.087	0.9	-6	1	3%	5
Cc1onc(-c2ccccc2Cl)c1C(=O)NCc1ccc(S(N)(=O)=O)cc1	-0.45	-5	0.052	0.24	0.9	-6	7	4%	9
Cc1ccc2[nH]c(=O)c(CN(CCc3ccccc3)Cc3nnnn3CC3CCCO3)cc2c1 (configuration not stated)	-0.092	18	-0.016	0.012	0.8	5	-19	2%	16
Cc1ccc(CNC(=O)CSc2nc3ccccc3c(=O)n2CCCO)cc1	1.9	11	0.064	-0.22	0.9	-1	-14	6%	18
O=C(Cn1c(C2CC2)nc2ccccc2c1=O)Nc1ccc(Br)cc1	0.072	-22	0.14	-0.15	0.9	-2	-1	7%	3
CN(CC(=O)NC(=O)NCc1ccco1)Cc1nc2ccccc2c(=O)[nH]1	-3.1	3	0.98	0.47	1.5	16	-6	3%	6
Cc1ccc(-c2nnn(CC(=O)N3CCCCC3)n2)c(-n2cnnn2)c1	-0.23	-20	0.15	0.088	0.9	5	-6	4%	3
Cc1cccc2cc(CN(Cc3ccco3)S(=O)(=O)c3ccc4c(c3)OCCO4)c(=O)[nH]c12	-0.63	31	0.37	0.44	0.9	8	23	17%	23
COc1ccc(C(c2nnnn2Cc2ccccc2)N2CCN(c3nc4ccccc4s3)CC2)cc1 (configuration not stated)	-0.66	4	0.018	-1.9	0.9	4	16	4%	14
CCOC(=O)c1cc(-c2ccccc2)n(CC(=O)N2CCCC2)c1C	-0.014	6	0.026	-0.015	1	-7	8	6%	10
COc1cc(SC)ccc1C(=O)N1CCCCCC1	/	-5	-0.73	/	1	-1	-14	3%	8
CC(=O)Nc1ccccc1C(=O)N1CC(C)OC(C)C1 (configuration not stated)	0.42	-22	-0.82	0.00021	0.9	-11	0	9%	27
Cc1ccc(OCC(=O)N2CCCCC2)c(Br)c1	0.88	12	0.25	0.62	0.9	1	57*	2%	4
Cc1cc(C(=O)N(C)Cc2ccc(Br)cc2)no1	-0.014	2	0.022	-7.8*	0.9	-8	-13	6%	17
COc1ccc(OC)c(S(=O)(=O)NC2CCN(Cc3ccccc3)CC2)c1	-1.5	-14	0.29	-0.71	0.9	-1	6	5%	-7
CCNC(=O)CC1C(=O)N(c2ccc(F)cc2)C(=O)N1CCC(C)C (configuration not stated)	0.051	-16	-0.18	0.93	1	/	6	5%	16
C=C(C)CSc1nc2c(c(=O)[nH]c(=O)n2C)n1Cc1ccccc1	0.19	11	11*	-0.025	0.9	14	-13	6%	18
Cc1nnc(N)nc1C	-0.027	-7	0.35	0.089	1	-2	8	8%	8
COc1ccc(NC2=NCC(=O)N2c2ccccc2F)c(OC)c1	0.027	0	-0.063	-0.077	1	-9	-10	3%	4
Cc1csc2nc(CNS(=O)(=O)c3ccc(-c4ccccc4)cc3)cn12	-0.8	11	-1.6	0.74	1.1	7	-3	4%	11
O=C(C1CC1)N1CCN(c2nc3ccccc3s2)CC1	-1.2	0	-0.63	-0.13	0.9	1	25	6%	-11

Other results:
SMILES	M1 agonist	tolC growth inh	D1 allo mod	M1 antag	TNAP act DEA	Jurkat viability	SF-1 act	NADH enzymes	HEK293 NFkB inh
CC(C)Cn1c(SCC(=O)N2CCN(S(=O)(=O)c3ccccc3)CC2)nc2ccccc21	2.4	17	0.24	-2.6*	1	11	11	1%	7
CCCN(CCC)S(=O)(=O)c1ccc(C(=O)N2CCC(=O)c3ccccc32)cc1	3.3*	24	-0.14	-2.8*	0.9	11	1	9%	14
CS(=O)(=O)N1CCN(C(=O)c2csc3ccccc23)CC1	2.3	-13	0.0059	-0.6	0.9	-5	8	1%	4
CCN(Cc1cc2ccccc2[nH]c1=O)C(=O)C1CCCCC1	-0.53	3	0.032	0.28	0.9	0	-7	4%	12
Cc1ccc(S(=O)(=O)N2CCC(C(=O)Nc3ccccc3N3CCCCC3)CC2)cc1	-0.11	38	-0.26	0.38	1	0	0	4%	12
c1ccc2c(c1)OCC(c1nnc3sc(-c4ccc5c(c4)OCO5)nn13)O2 (configuration not stated)	1.3	16	0.75	-0.0025	0.9	-9	-14	6%	7
CCS(=O)(=O)N1CCC(C(=O)Nc2cc(Cl)ccc2O)CC1	0.26	17	0.044	-0.58	0.9	1	6	1%	17
Cc1cc(C)c(C#N)c(=N)o1	-1.5	-7	/	-0.69	0.9	/	-3	6%	6
Cc1ccc(NC(=O)c2cc(-c3ccco3)on2)cc1C	1.3	-13	-2.4	0.88	0.9	4	15	5%	-18
Cc1ccc(CNC(=O)c2coc(=O)c3ccccc23)o1	0.17	-12	0.28	-3.1	1	8	24	5%	4
CCOC(OCC)P(=O)(C(C)C)C(C)C	0.27	-14	-0.0058	0.014	0.9	-3	16	5%	6
Cc1ccc(S(=O)(=O)N2CCN(C3CC(=O)N(Cc4ccccc4)C3=O)CC2)cc1C (configuration not stated)	-0.2	8	-1.4	-0.8	1	2	7	4%	19
Cc1occc1-c1nnc(SCc2cc(=O)n3cc(Br)ccc3n2)n1C	0.027	-10	-0.74	-0.47	0.9	-8	-6	6%	20
CCC(OC(=O)c1cc2sccc2n1C)C(=O)NCC1CCCO1 (configuration not stated)	0.27	2	-0.75	1.1	0.9	9	-15	9%	9
CCN(CC)S(=O)(=O)c1cc(C(=O)OC)ccc1Cl	-0.063	3	0.65	0.43	1	/	/	3%	/
COc1ccc(CNC(=O)Nc2cccc(C)c2)cc1	-2.1	-1	-0.19	0.32	0.9	2	47	4%	-5
COC(=O)c1[nH]c2cccc(C)c2c1NC(=O)CN1CCN(c2ccccc2OC)CC1	-0.28	1	1.1	-0.92	0.9	0	-25	5%	-2
CCOC(=O)c1c(C)n(C)c2ccc(OC)c(NC(=O)CN3CCN(Cc4ccccc4)CC3)c12	0.63	2	/	-0.93	1	/	0	5%	/
CCOC(=O)CSc1nc2c(sc3ccccc32)c(=O)n1CCCN1CCOCC1	/	15	/	/	0.9	6	-3	8%	12

No enrichment for hits; about 15% have a hit in one of these screens.
